High-throughput results as filed in PubChem.
Hep lipid drop: hepatic lipid droplet formation modulation; AML12 mouse hepatocytes, oleate lipid droplets, BODIPY imaging; 240,000 compounds, 0.4% hits; inhibition, % at 6.5 µM;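 active = lipid droplet intensity inhibited by at least 50%, with more than 500 cells counted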
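System: AML12 hepatocytes (mouse). Probe or stimulus: oleic acid at 100 µM to induce lipid droplet formation. Times: overnight treatment with compound plus oleate. Detection: Image-based BODIPY and DAPI two-channel analysis. Evaluation: percent inhibition of filter-corrected integrated lipid droplet intensity per well.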
XIAP antagonists: XIAP antagonists, biochemical, IAP family, fluorescence polarization (AID 1018); XIAP BIR domain, fluorescence polarization peptide displacement; higher % means a stronger effect; one-dose displacement, % at 20 µM; IC50 in µM for titrated hits; 200,000 compounds, 0.007% hits; in the data active = displacement above about 50%; also: a part of the inactive calls stands beside numbers as strong as those of hits
b-catenin transl: beta-catenin nuclear translocation modulation; HeLa beta-catenin nuclear translocation, immunofluorescence imaging; nuclear translocation activity, % at 5 µM; 190,000 compounds, 0.3% hits;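 active = nuclear translocation activity above 50% at 5 µM, with a well cell count of 50 or more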;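 also: per-cell ratio of nuclear to cytoplasmic median beta-catenin stain intensity; plate controls were DMSO negative control for no effect and GSK-3 inhibitor IX positive control for full effect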
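Test system: human HeLa cells, native beta-catenin. Compound dosing: 5 µM primary single dose, 0.1% DMSO, 0.02–20 µM confirmation series. Incubation: compound exposure 24 h at 37°C. Detection: beta-catenin immunostaining with DAPI counterstain, 20x imaging, 6 fields/well. Read-out basis: Nuclear/cytoplasmic beta-catenin signal ratio, % activation.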
Autophagy mod: autophagy modulation, high-content screen; MEF GFP-LC3 puncta imaging; test concentration mostly 10 µM; calls only at 10 µM (by protocol); 190,000 compounds, 0.98% hits; AID 463193;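 active = percentage of spot-positive cells more than 3 SD above its plate mean, without a fluorescence outlier flag or 80% toxicity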;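 also: spot-positive cell cutoff set from DMSO-treated cells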
Insulin prom up: MIN6 insulin promoter up-regulation | 190,000 compounds, 0.3% hits | z-score at 5 µM | MIN6 insulin promoter-GFP reporter, high-content imaging; stronger effect = higher value;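 active = z-score above 3 at 5 µM with at least 500 cells counted in the well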
MT stabilize HCS: microtubule stabilization, imaging screen; AID 2205; 200,000 compounds, 0.83% hits; % tubulin-high responders, % at 10 µM; HeLa tubulin immunostaining HCS, 24 h; share of cells brighter than vehicle mean+2SD;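 active = plate Z-score above 3 for both tubulin-high and condensed-nucleus cell shares, with cell loss under 80%, at 10 µM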;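 also: anti alpha tubulin signal scored within the nucleus-defined area of each cell; some results filed as inactive read as strong as hits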
Dynein transport: dynein cargo transport inhibition | 3617.4 mouse cells, GR-EGFP nuclear translocation imaging; test concentration mostly 20 µM; stimulated with dexamethasone, 1 µM; stronger effect = lower value | z-score, hits read low | 220,000 compounds, 0.47% hits | AID 1381;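 active = plate z-score of nuclear minus cytoplasmic receptor signal below a set negative limit, without overly bright fluorescence or cell loss, cut at about -3.5 in these data, passing the limit was not always enough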;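 also: z-score of nuclear minus cytoplasmic ring GR-EGFP intensity difference per well; some compounds called inactive have numbers as strong as hits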
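Schedule: 48 h induction, then 1 h compound, then 30 min agonist, 37 °C. Buffer or medium: tetracycline-free induction medium containing charcoal-stripped FBS. Reagent: 1.0 µM final dexamethasone stimulus. Evaluation: nuclear versus cytoplasmic GR-EGFP signal, averaged per well. Signal: high-content fluorescence imaging after fixation.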
WT yeast gro inh: growth inhibition of WT yeast, mitochondrial fusion screen. inhibition, % at 10 µM. 190,000 compounds, 2.1% hits. mitochondrial fusion phenotypic screen, WT strain; in the data active = inhibition above about 58%; tested in S. cerevisiae
CSM14.1 death rescue: protection against thapsigargin-triggered cell killing – 384-well, CSM14.1, ATP luminescence, primary screen (AID 1222); cellular ATP content (survival), % at 20 µM; hits with a dose series show EC50 in µM; 190,000 tested, under 10 active; CSM14.1 thapsigargin-induced death rescue, ATP luminescence; higher % means a stronger effect;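 active = EC50 below 50 µM in the dose-response confirmation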;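 also: death triggered by thapsigargin at about 15 µM added after 2 h compound pretreatment; cell ATP read after overnight thapsigargin exposure of roughly 18 to 22 hours; normalized against plate controls of thapsigargin alone and 5% DMSO vehicle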
WT yeast gro inh mutant strain: further read-out of WT yeast gro inh, marked with its call; inhibition, %; mitochondrial fusion phenotypic screen, mutant strain inhibition
Dynein transport cytoplasmic EGFP: also measured in Dynein transport; calls as there; z-score; measured here: cytoplasmic GR-EGFP intensity; stronger effect = higher value
Dynein transport nuclear GR-EGFP: second read-out of Dynein transport, no call of its own (marks repeat the call); z-score; measured here: nuclear GR-EGFP intensity;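 lower value marks the stronger effect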
Dynein transport cell count: further read-out of Dynein transport, marked with its call; z-score; measured here: cell count per field
Insulin prom up cell count: second read-out of Insulin prom up, no call of its own (marks repeat the call); cell count; measured here: cytotoxicity, nuclei count;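 total cells summed across four imaged fields per well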
Hep lipid drop cells 6.5 µM: also measured in Hep lipid drop; calls as there; cell count; measured here: cell count, cytotoxicity flag;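 cells counted across two imaged fields per well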
b-catenin transl cell count 5 µM: second read-out of b-catenin transl, no call of its own (marks repeat the call); cell count; measured here: cell count, cytotoxicity flag
MT stabilize HCS Hoechst-high %: also measured in MT stabilize HCS; calls as there; % Hoechst-high responders; measured here: nuclear condensation Hoechst responders;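 share of cells brighter than vehicle mean plus two SD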
MT stabilize HCS cytotoxicity %: second read-out of MT stabilize HCS, no call of its own (marks repeat the call); toxicity, %; measured here: cytotoxicity by cell density;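 0% = mean cell density of plate MIN control wells and 100% = no cells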
Autophagy mod cell loss 18 h: second read-out of Autophagy mod, no call of its own (marks repeat the call); toxicity, %; measured here: cell loss, nuclei count;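 cell loss after 18 h compound exposure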
Starred values were filed as active, the others as inactive; i = inactive; · = no result given; + = active, no number.

No.	molecule	b-catenin transl cell count 5 µM	Hep lipid drop cells 6.5 µM	XIAP antagonists	WT yeast gro inh mutant strain	MT stabilize HCS cytotoxicity %	Hep lipid drop	MT stabilize HCS Hoechst-high %	WT yeast gro inh	b-catenin transl	Insulin prom up cell count	Autophagy mod	Autophagy mod cell loss 18 h	Dynein transport cytoplasmic EGFP	MT stabilize HCS	CSM14.1 death rescue	Dynein transport cell count	Dynein transport nuclear GR-EGFP	Insulin prom up	Dynein transport
1	COc1ccc(/C=N/NC(=O)c2ccccc2[N+](=O)[O-])cc1CN1CCc2cc(OC)c(OC)cc2C1C (stereo not drawn)	1099	693	-4.3%	-1	8.7	5	2.2	-5	0.9	1277	i	7	-0.26	2.2	-5.6%	-0.035	0.36	-0.16	0.74
2	CCOC(=O)C1C2C=CC3(CN(Cc4ccco4)C(=O)C13)O2 (stereo not drawn)	1274	768	-0.1%	1	11	0	2.2	-7	-1.5	1226	i	-2	-0.25	1.5	-0.3%	0.33	0.38	0.38	-0.53
3	C=C(C)C1CC=C(CN2CC(C)OC(C)C2)CC1 (stereo not drawn)	·	796	-5.0%	28	5.8	6	2.5	10	·	953	i	-34	-0.22	3.7	0.8%	0.48	-0.15	0.73	0.1
4	CSc1cccc(NC(=O)CSc2nc3ccccc3o2)c1	·	·	-9.6%	14	7.2	·	3.0	34	·	·	i	-1	-0.03	4.6	-0.6%	0.17	-0.045	·	-0.63
5	NNC(=O)c1sccc1OCc1cccc(C(F)(F)F)c1	1077	694	-11%	-6	11	2	2.7	-6	-2.1	1146	i	-1	-0.33	3.2	-0.5%	0.099	-0.41	-0.01	-0.45
6	Cc1ccn2c(c1)nc(=S)n2C(=O)c1ccccc1	553	658	-9.8%	2	9.1	13	2.9	-2	-3.1	1171	i	12	-0.18	5.1	-7.2%	-0.6	1.4	0.24	1.7
7	Cc1ccc(NS(=O)(=O)c2cc(C(=O)Nc3cccc([N+](=O)[O-])c3)ccc2C)cc1	1140	640	-1.3%	21*	8.6	-8	3.1	64*	2.2	1256	i	2	-0.22	3.4	-2.4%	0.15	0.12	-0.03	0.097
8	CCN(C(=O)CCc1nc(-c2ccccc2F)no1)c1cc(OC)ccc1OC	1064	696	0.4%	6	15	4	1.5	1	-2.1	1197	i	8	-0.28	2.2	·	0.94	0.67	0.12	0.57
9	O=C(CCN1CCN(C/C=C/c2ccccc2)CC1)Nc1ccc(Cl)cc1	481	681	-3.8%	33	6.9	-34	2.7	46	-3.1	1282	i	10	-0.2	4.2	-0.5%	1.1	-0.1	-0.14	-0.57
10	NC(=O)CCn1cnc2ccccc21	1354	748	·	·	·	0	·	·	-0.3	1464	·	·	-0.28	·	·	0.27	0.28	-0.41	0.29
11	Cc1cc(C(=O)N/N=C/c2sccc2C)no1	546	718	-7.2%	-16	8.2	26	2.0	-14	-0.3	1212	i	6	-0.16	1.8	-3.9%	-1.6	-0.0097	0.7	0.89
12	NS(=O)(=O)c1cccc(NC(=O)CSc2nc3ccccc3c(=O)n2CCCN2CCOCC2)c1	527	672	-6.3%	-10	8.1	10	2.8	5	1.6	1304	+	-15*	-0.29	3.6	0.2%	0.38	-0.51	0.17	-0.31
13	S=C(Nc1ccc(Cl)cc1)N(CCCN1CCOCC1)Cc1ccco1	1042	488	4.9%	6	3.3	-3	2.6	4	0.9	1299	i	-2	-0.23	3.7	-0.5%	-1	0.81	-1	0.9
14	COc1ccc(CNC(=O)[C@H](C)[C@@H]2C[C@@]2(C)[C@@H](NC(=O)OCc2ccccc2)c2ccccc2)cc1OC	453	770	-19%	10*	11	-2	2.4	69*	0.4	812	i	-14	-0.3	2.7	-5.4%	-0.019	0.91	-1.4	1.4
15	CCOC(=O)C1=C(C)NC(=S)N(C(C)=O)C1c1ccc(OC)c(OC)c1 (stereo not drawn)	1408	663	·	·	·	25	·	·	-1.4	967	·	·	-0.17	·	·	-1.3	1.6	0.09	2.6
16	c1ccc(CCCc2nc(-c3ccccn3)no2)cc1	1079	656	-1.9%	-2	5.5	14	2.8	1	0.4	1171	i	-10	-0.26	3.4	·	0.7	-0.48	0.01	-0.42
17	O=C(O)CCC(=O)NNc1ccccc1[N+](=O)[O-]	587	703	-5.1%	-36	3.4	1	2.9	1	-3.8	1275	i	9	-0.17	4.0	-3.5%	-0.62	-0.36	0.51	-0.2
18	CCCCCCC(=O)OCC(=O)c1ccc2c(c1)NC(=O)CO2	1103	703	-2.3%	14	3.1	-2	3.7	2	1.3	1258	i	8	-0.32	3.1	-0.2%	0.23	-0.03	-0.19	-0.99
19	CCOC(=O)C1=C(C(F)(F)F)Nc2ncnn2C1c1cccc(OC)c1OC (stereo not drawn)	547	591	0.9%	6	0.8	-13	1.6	8	-4.2	1400	i	2	-0.092	2.7	-0.3%	1.9	-0.59	0.11	-0.77
20	CNc1oc(Cc2cccc3ccccc23)nc1C#N	1002	·	-5.0%	-3	12	·	1.6	0	-2.9	1140	i	8	0.75	6.9	3.2%	0.65	-0.36	0.05	-1.5
21	COc1ccc(C(=O)C2CCCN(Cc3cccn3-c3ccccn3)C2)c(C)c1 (stereo not drawn)	999	676	-17%	6	4.5	-25	2.7	17	-1.3	1098	i	6	-0.029	2.4	-4.1%	0.27	-0.27	-0.67	-0.4
22	CCN(CC(=O)Nc1ccccc1C(=O)Nc1ccccc1)Cc1nc2ccccc2c(=O)[nH]1	1129	641	-3.1%	0	6.4	-3	2.4	-26	-2.3	1428	i	-9	-0.25	1.8	0.6%	1.4	-0.56	-0.28	-0.82
23	Cc1cc(-c2ccccc2)nc2[n+]1CCN2C	1175	·	-1.6%	-28	2.2	·	2.7	-16	0.0	1062	i	-2	-0.19	3.8	-0.6%	0.004	0.11	-0.16	-0.11
24	CC(/C=C/c1ccccc1F)=N\NC(=O)c1cccc(F)c1	1171	680	-5.5%	-10	0.5	-33	1.7	19	-0.8	1163	i	4	-0.21	6.6	-1.7%	0.61	-0.33	-0.38	-0.33
25	Cc1nn(-c2ccccc2)c(C)c1C(=O)OCC(=O)N1CC(=O)Nc2ccccc21	923	·	-2.9%	-3	6.1	·	2.1	-5	-5.0	1409	i	-47	0.067	4.0	-1.3%	0.36	-0.32	-0.05	-0.65
26	O=C(OCc1nc2ccccc2s1)c1cccc(N2C(=O)CCC2=O)c1	1081	679	-5.9%	4	8.9	6	4.1	6	-1.4	1239	i	0	-0.35	2.6	1.2%	0.42	0.56	0.1	-0.19
27	Cc1cnc(C(=O)NCC(c2ccccc2)c2ccccc2)cn1	1037	680	-4.5%	-4	2.2	-2	1.3	-6	-2.3	1115	i	-8	-0.043	1.5	-1.0%	1.4	-0.36	1	-0.72
28	CC(C)OC(=O)C1C2C=CC3(CN(C(C)c4ccc(Br)cc4)C(=O)C13)O2 (stereo not drawn)	·	·	-3.2%	6	6.7	·	3.5	9	·	935	i	9	-0.063	3.9	-1.1%	0.69	-0.44	1.2	-1
29	Cc1ccc(CSc2nnc(SCC(=O)N/N=C/c3ccccc3OCC(=O)O)s2)cc1	1287	722	·	·	·	2	·	·	-1.1	1068	·	·	-0.27	·	·	-0.024	0.95	-0.25	0.85
30	COc1ccc(NC(=O)C(=O)N2N=C3CCCCC3C2(O)C(F)(F)F)cc1 (stereo not drawn)	967	679	0.2%	-1	9.6	-1	1.9	-13	-0.4	1469	i	-12	-0.28	1.2	0.0%	0.73	0.1	0.27	-0.22
31	Cc1c(C(=O)NN2CCOCC2)oc2ccccc12	901	645	-3.6%	10	7.6	0	3.1	10	4.1	1643	i	2	-0.33	3.6	0.9%	0.01	0.41	0.1	-0.31
32	CSC1=N/C(=C/c2ccc(-n3cncn3)cc2)C(=O)N1	1324	606	·	·	·	-1	·	·	-0.3	963	·	·	-0.19	·	·	-1.2	1.1	0.19	1.1
33	O=C(NC1CCc2ccccc21)C1CCN(S(=O)(=O)c2ccc(Cl)cc2)CC1 (stereo not drawn)	1067	702	0.4%	6	7.3	1	2.3	5	-4.1	1498	i	-7	-0.14	1.6	0.1%	-0.88	0.56	0.04	0.41
34	CCOc1cc(NC(=O)c2cccs2)c(OCC)cc1NC(=O)c1cccnc1	1497	628	-4.3%	-7	4.4	-2	1.4	-11	0.4	1608	i	12	0.00073	5.9	3.0%	0.49	-0.11	-0.23	-0.29
35	COc1ccc(C(=O)OCC(=O)N(C)C2CCS(=O)(=O)C2)cc1S(=O)(=O)N1CCCc2ccccc21 (stereo not drawn)	1069	728	-9.4%	-9	1.2	3	2.7	3	-1.0	1127	i	2	-0.26	1.8	1.7%	0.67	-0.71	0.87	-1.4
36	CC(C)(CSc1ncccn1)NS(=O)(=O)c1ccccc1	920	637	-6.3%	-4	1.5	2	1.7	6	1.9	1562	i	6	-0.23	1.1	-2.7%	0.46	-0.32	0.83	-0.69

Random draw from the library; 4% or so of the library scored in one or more.
